MITF primary = inhibitors of human MITF; hit rate 0.91% among 650,000; inhibition, % at 2.6 µM; AlphaScreen MITF homodimerization, bead proximity signal; AID 1259374; O75030; in the data active = inhibition above about 50%;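 also: 0% = vehicle wells with protein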
Target sequence (O75030 whole entry, looked up): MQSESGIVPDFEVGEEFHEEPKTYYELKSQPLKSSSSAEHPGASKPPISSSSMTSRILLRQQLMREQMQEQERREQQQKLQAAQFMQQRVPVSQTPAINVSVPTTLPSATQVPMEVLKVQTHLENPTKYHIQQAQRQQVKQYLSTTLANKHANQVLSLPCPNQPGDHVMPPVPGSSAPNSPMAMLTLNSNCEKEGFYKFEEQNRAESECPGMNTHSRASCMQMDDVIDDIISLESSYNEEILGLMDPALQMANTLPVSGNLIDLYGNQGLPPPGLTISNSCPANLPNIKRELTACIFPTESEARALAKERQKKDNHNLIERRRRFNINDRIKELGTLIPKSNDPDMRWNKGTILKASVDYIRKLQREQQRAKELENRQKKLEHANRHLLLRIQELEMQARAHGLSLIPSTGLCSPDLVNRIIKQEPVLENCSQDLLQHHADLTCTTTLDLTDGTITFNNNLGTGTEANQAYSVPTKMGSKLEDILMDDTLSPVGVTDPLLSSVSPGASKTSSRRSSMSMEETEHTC
GPR151 ag = activators of human GPR151. hit rate 1% among 650,000. PathHunter beta-arrestin GPR151 cells, luminescence. activation, % at 11.2 µM. Q8TDV0. AID 1508602; in the data active = activation above about 4.9%;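 also: 0% = median of compound wells and 100% = cells with positive control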
Target sequence (Q8TDV0 whole entry, looked up): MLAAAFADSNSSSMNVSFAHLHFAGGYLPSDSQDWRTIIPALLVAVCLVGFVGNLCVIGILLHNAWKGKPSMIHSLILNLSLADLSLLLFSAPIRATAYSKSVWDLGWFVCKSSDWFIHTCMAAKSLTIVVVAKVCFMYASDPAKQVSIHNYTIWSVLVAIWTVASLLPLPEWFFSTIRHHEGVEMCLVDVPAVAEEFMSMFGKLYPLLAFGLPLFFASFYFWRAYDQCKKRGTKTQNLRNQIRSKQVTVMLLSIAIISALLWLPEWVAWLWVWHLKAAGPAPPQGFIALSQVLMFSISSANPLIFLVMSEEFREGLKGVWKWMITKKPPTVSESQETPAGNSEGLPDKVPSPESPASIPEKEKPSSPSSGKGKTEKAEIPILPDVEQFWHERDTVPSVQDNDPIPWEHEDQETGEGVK
FBW7 act = activators of human E3 ligase FBW7. normalized activity (activation), % at 26.1 µM. AlphaScreen FBW7–phospho-cyclin E peptide binding, activator screen. AID 1259310. hit rate 0.13% among 650,000. Q969H0; in the data active = normalized activity above about 1.9%;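 also: purified mutant Fbw7 with reduced substrate affinity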
TEAD-YAP inh = TEAD-YAP interaction inhibition; HEK-TIYL cells, TEAD-Gal4/YAP UAS-luciferase luminescence; inhibition, % at 9.12 µM; hit rate 1.4% among 640,000; in the data active = inhibition above about 32%;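 also: 0% = median of test compound wells and 100% = reference inhibitor wells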
Numbers without * were called inactive.

SMILES,MITF primary,GPR151 ag,FBW7 act,TEAD-YAP inh
O=[N+]([O-])c1cccc(-c2csc(Nc3ccc(O)cc3)n2)c1,13,0.7,-0.1,-3
CC(CCc1ccccc1)NC(=O)CCn1c(=O)[nH]c2ccccc2c1=O (stereo not given),10,-0.6,0.6,12
COc1ccc(C(=O)Oc2cc(C(=S)N3CCOCC3)ccc2OC)cc1,11,-0.4,-0.1,4
O=C(NCCCN1CCCC1=O)c1ccco1,-6,-0.2,-0.3,0
CN(C)CCn1cnc2c1C(=O)NC(=O)C2N (stereo not given),0,0.6,-0.1,-6
Cc1ccc(Nc2c(-c3ccc(C)cc3)c(=O)c2=O)cc1,8,-0.2,0.1,-3
CCC(=O)Nc1sc2c(c1C(=O)Nc1ccccc1C(=O)OC)CCC(C(C)(C)C)C2 (stereo not given),1,5.2*,-0.1,-1
Cc1ccnc(SCC(=O)Nc2ccccc2)n1,9,-2.8,0.5,0
COc1cc(Nc2cc(Nc3cc(OC)c(OC)c(OC)c3)ncn2)cc(OC)c1OC,-12,-1.0,-0.1,-31
O=C(NC(=S)Nc1cccnc1)c1cc(I)ccc1Cl,-14,-0.3,-0.1,4
O=C(O)C1CCC(Cn2c(=S)[nH]c3ccsc3c2=O)CC1 (stereo not given),-4,-0.5,0.1,1
COC(=O)c1c(-c2ccccc2)csc1N,16,-1.9,-0.1,5
Cc1ccc(N=C2SCC(=O)N2c2ccc(C)cc2)cc1,9,-1.4,0.5,3
S=C(NCCN1CCOCC1)Nc1ccc2cn[nH]c2c1,-4,-0.9,-0.1,-7
Cc1ccc(C(c2nnnn2CC2CCCO2)N2CCN(c3ccccc3)CC2)cc1 (stereo not given),14,-2.0,0.7,2
CCCNC(=O)C1=CC(c2cccs2)=NS(=O)(=O)N1C,13,0.2,0.4,3
O=C(Cc1ccccc1)Nc1ccnn1C1CCN(Cc2cccc(OCCO)c2)CC1,-7,-0.5,-0.1,9
COc1ccc(CN(Cc2cc3cc4c(cc3[nH]c2=O)OCO4)C(C)=O)cc1,8,-0.6,0.1,-4
CC1CCCC(C)N1C(=O)CCN1C(=O)c2ccccc2C1=O (stereo not given),3,-0.5,0.2,0
CC1CCc2c(sc3c2C2=NS(=O)(=O)CCN2C=N3)C1 (stereo not given),-7,-0.5,0.2,7

One compound at a time, as listed above. Order of screens: MITF primary | GPR151 ag | FBW7 act | TEAD-YAP inh
CN(C)CCn1cnc2c1C(=O)NC(=O)C2N (stereo not given) in the list: 0 | 0.6 | -0.1 | -6
O=C(Cc1ccccc1)Nc1ccnn1C1CCN(Cc2cccc(OCCO)c2)CC1 in the list: -7 | -0.5 | -0.1 | 9
CC1CCCC(C)N1C(=O)CCN1C(=O)c2ccccc2C1=O (stereo not given) in the list: 3 | -0.5 | 0.2 | 0

An excerpt from further up:
SMILES,MITF primary,GPR151 ag,FBW7 act,TEAD-YAP inh
O=[N+]([O-])c1cccc(-c2csc(Nc3ccc(O)cc3)n2)c1,13,0.7,-0.1,-3
CC(CCc1ccccc1)NC(=O)CCn1c(=O)[nH]c2ccccc2c1=O (stereo not given),10,-0.6,0.6,12
COc1ccc(C(=O)Oc2cc(C(=S)N3CCOCC3)ccc2OC)cc1,11,-0.4,-0.1,4
O=C(NCCCN1CCCC1=O)c1ccco1,-6,-0.2,-0.3,0

Returning to the listing; the 5 compounds before the break are reprinted first.
SMILES,MITF primary,GPR151 ag,FBW7 act,TEAD-YAP inh
CCCNC(=O)C1=CC(c2cccs2)=NS(=O)(=O)N1C,13,0.2,0.4,3
O=C(Cc1ccccc1)Nc1ccnn1C1CCN(Cc2cccc(OCCO)c2)CC1,-7,-0.5,-0.1,9
COc1ccc(CN(Cc2cc3cc4c(cc3[nH]c2=O)OCO4)C(C)=O)cc1,8,-0.6,0.1,-4
CC1CCCC(C)N1C(=O)CCN1C(=O)c2ccccc2C1=O (stereo not given),3,-0.5,0.2,0
CC1CCc2c(sc3c2C2=NS(=O)(=O)CCN2C=N3)C1 (stereo not given),-7,-0.5,0.2,7
O=C(NCc1ccco1)C1CC1(c1ccccc1)c1ccccc1 (stereo not given),4,1.9,-0.5,2
COc1ccc(OC)c(NC(=O)C2=C(C)NC(=O)NC2c2cccc([N+](=O)[O-])c2)c1 (stereo not given),5,3.5,0.5,-6
Cc1cc(C)nc(Sc2ccc(CO)cc2)n1,14,1.6,0.1,-2
CCCCNC(=O)Nc1nc(SCC(=O)OCC)n[nH]1,-5,4.4,-0.1,-5
COc1ccc(-n2cc(-c3ccccc3)c3c(N4CCC(C(N)=O)CC4)ncnc32)cc1,10,2.1,-0.1,5
CCCCCOc1ccc(NC(=O)C(=O)NCCc2ccccc2F)cc1,16,-0.4,0.4,0
NS(=O)(=O)c1ccc(CCN=Cc2ccc(Cl)cc2)cc1,-6,-0.9,0.0,8
O=C1CCC(C(=O)Nc2ccc(F)cc2)=NN1,-8,-2.4,0.1,-1
O=C(CSc1nc(-c2ccccc2)cn1-c1ccccc1F)Nc1ccccc1,6,0.3,-0.2,14
Cc1occc1C(=O)N1CCCN(C(=O)c2ccoc2C)CC1,-12,0.9,-0.1,7
Cc1ccccc1C(=O)Nc1ccc(CC#N)cc1,-10,0.4,-0.1,-24
CCOC(=O)/C(=N/O)C1=NC2(CCCCC2)Cc2ccccc21,30,-0.5,0.1,-13
Nc1c(C(=O)Nc2ccccc2)sc2sc(C(=O)Nc3ccccc3)c(N)c12,18,-0.5,0.1,3
CCOC(=O)c1ccc(N2C(=O)CC(N3CCN(c4ccccc4)CC3)C2=O)cc1 (stereo not given),14,-1.1,1.3,1
CCCc1cc2c(=O)c(-c3ccccn3)coc2cc1O,-9,3.9,0.0,-21
COc1cc(/C=N/NC(=O)c2ccoc2C)cc(OC)c1OC(C)=O,9,-1.9,-0.1,-55
CCc1ccc(-c2ccc(C3CCC(CC)CC3)cc2)nc1 (stereo not given),9,11*,0.1,4
CCCn1c2c(c(O)c(C(=O)Nc3ccncc3)c1=O)CCCC2,4,-0.5,0.1,2
Cc1ccnc2nc(C(=O)Nc3nc(-c4ccccc4)cs3)nn12,-6,0.3,-0.1,-26
O=C(NCCc1nnc2n1CCN(CCCc1ccccc1)CC2)C1CCC1,2,0.4,-0.1,-7
CC(C)CCNC(=O)c1ccc([N+](=O)[O-])cc1Cl,7,-0.2,0.0,-23
COc1ccc(C2CC(=O)NC(NC(=S)NC(C)C)=N2)cc1 (stereo not given),4,0.5,0.0,0
Cc1cccc(-c2noc(-c3ccc([N+](=O)[O-])cc3)n2)c1,6,0.8,-0.1,-23
O=C(CSc1nc2ncccc2[nH]1)Nc1ccc2c(c1)OCO2,-3,1.1,-0.1,-11
Cc1ccccc1-c1nc(CSCC(=O)N2CCN(c3ccccc3)CC2)c(C)o1,23,0.0,0.0,-8
COc1cc(OC)cc(C(=O)NCc2nnc(SCC(=O)N3CCc4ccccc43)n2-c2ccc(F)cc2)c1,4,-1.5,0.1,0
NC(=O)CCC(NC(=O)c1ccc(Cl)cc1)C(=O)NNC(=S)NCc1ccccc1 (stereo not given),-5,-0.3,-0.1,-8
O=C(CCCCCn1c(=S)[nH]c2ccsc2c1=O)NCCc1ccc(Cl)cc1,-10,3.5,-0.1,-6
Cc1nc(C)n(C(C)CC(=O)N2CCC3(CC2)NC(=O)c2ccccc2N3)n1 (stereo not given),6,0.3,0.0,-1
Cc1ccc2c(c1)c(=O)c1ccccc1n2CC(=O)Nc1c(F)cccc1F,3,-0.2,0.2,4
O=[N+]([O-])c1cc(Cl)cc(C=Nc2cccnc2)c1O,4,0.6,-0.1,11
COc1ccc(Nc2nnc(-c3ccc(C)c(S(N)(=O)=O)c3)c3ccccc23)cc1C(N)=O,0,-0.4,0.5,4
Cc1cc(NCCO)nc(Nc2nccc3ccccc23)n1,-5,-2.0,0.0,-4
Cc1ccc(NC(=O)c2c(N)sc3c2CCCC3)cc1,22,-0.3,0.1,-4
Cc1nc(Cl)c(C(=O)N(C)C)c(C)c1Cl,15,2.5,0.3,7
O=C(CN1C(=O)C2C3C=CC(C4CC34)C2C1=O)Oc1ccc(F)cc1 (stereo not given),0,1.0,0.2,2
COc1ccc(N=Cc2c(O)n(C)c(=S)[nH]c2=O)cc1,9,0.6,0.1,5
Cc1cccc(OCC(=O)NS(=O)(=O)c2ccc(Br)cc2)c1,2,-1.4,-0.2,2
O=C1C(Nc2cc(F)cc(F)c2)=C(N2CCOCC2)C(=O)c2ccccc21,16,3.7,-0.5,5
Cc1cc(N2C(=O)c3ccc(Br)cc3C2=O)c(C(C)C)cc1O,13,-1.5,-0.1,9
COc1cccc(-c2nc3ccccc3c(=O)n2NC(=O)c2ccc(Cl)c([N+](=O)[O-])c2)c1,12,-0.3,0.2,5
CC(Oc1cc(F)ccc1[N+](=O)[O-])C(=O)N(C)CC(=O)Nc1ccccc1C(F)(F)F (stereo not given),4,-1.0,0.0,1
CC(=O)c1ccccc1NC(=O)COC(=O)c1ccc(Cl)c(N)c1,0,2.9,0.0,7
COc1ccccc1C(=O)Nc1cccc(-c2csc(-c3ccccc3)n2)c1,1,-1.2,-0.1,-7
CCCNC(=O)Cn1cnc2sc(C(=O)Nc3ccc4c(c3)OCO4)c(C)c2c1=O,0,-0.7,-0.1,-7
Cc1cc(C)n2nc(C(=O)N/N=C/c3cc(Br)ccc3O)nc2n1,48,-1.1,-0.9,14
Cc1csc(CN(C)C(=O)c2cn(C3CCCCC3)cc(C(=O)NCC(C)C)c2=O)n1,3,-1.6,0.2,-49
Cc1cc(C)nc(SCC(=O)c2cc3ccccc3oc2=O)n1,-6,4.4,-0.4,-1
O=C(C1CN(CCOc2ccc(F)cc2)CCN1C(=O)c1ccco1)N1CCOCC1 (stereo not given),0,-1.4,0.3,-4
CC(C)n1cnc2c(NCCO)nc(N3CCCC3CO)nc21 (stereo not given),0,-1.0,0.0,17
C=C(C)Cn1c(SCc2ccccc2)nc2sc3c(c2c1=O)CCCCC3,2,-0.6,-0.2,3
C[n+]1c(-c2ccc([N+](=O)[O-])cc2)[nH]c2c1c(=O)[nH]c(=O)n2Cc1ccccc1,-7,-1.1,-0.1,-1
COc1cc(C2C3=C(CC(c4ccco4)CC3=O)Nc3ccccc3N2C(=O)CCC(=O)O)cc(OC)c1OC (stereo not given),8,-0.2,0.0,-3
COc1cccc(NC(=O)c2scc3c2CCCC3)c1,3,-6.4,0.1,16
O=C(O)C1CC=C(Cl)CC1C(=O)NCC1OCCc2ccccc21 (stereo not given),11,-0.3,-0.3,2
COc1ccc(CCNc2nc(N3CCc4ccccc4C3)ncc2C)cc1,4,0.8,-0.1,12
Cc1nccn1-c1cc(N2CCN(C(=O)C(c3ccccc3)c3ccccc3)CC2)ncn1,-7,3.4,0.3,-1
O=C(O)Cc1sc(NCc2ccco2)nc1-c1ccccc1,14,-1.0,0.1,2
CN1C(=O)CC(=O)N(C)c2cc(S(=O)(=O)N(C)Cc3ccccc3)ccc21,-12,-1.4,-0.1,-4
CC1CCN(C(=O)c2ccc(NC(=O)C(=O)NC(C)(C)C)cc2)CC1,4,0.6,-0.2,10

(further entries)
SMILES,MITF primary,GPR151 ag,FBW7 act,TEAD-YAP inh
Cn1c(=NC(=O)c2ccc(S(C)(=O)=O)cc2)sc2cc([N+](=O)[O-])ccc21,20,0.2,1.1,-1
O=C(Nc1ccc2[nH]ncc2c1)c1ccnc(N2CCOCC2)c1,6,-1.1,0.3,18
CCCCOc1ccc(/C=C2\N=C(c3cccc(Br)c3)OC2=O)cc1,-2,-1.3,-0.1,-3
Cc1cc(S(=O)(=O)N2CCOCC2)ccc1F,0,-0.3,-0.1,-2
Cn1ccnc1SCc1cc(=O)c(OC(=O)c2ccc(C(C)(C)C)cc2)co1,16,4.1,-0.2,13
O=C(NCc1cccs1)c1ccc(N2CC3CC(C2)c2cccc(=O)n2C3)c(NC(=O)c2cc3ccccc3oc2=O)c1 (stereo not given),6,-1.0,0.1,-5
CCOC(=O)C1=C(c2ccc(C)cc2)C(=O)c2ccccc2C1=O,-1,0.6,-0.5,-4
CCOC(=O)c1ccc(OCc2nc(-c3ccc(OC)cc3)no2)cc1,-7,0.6,0.2,-15
C=C(C)CC1C=CCC(CC(=C)C)N1 (stereo not given),-122,-1.1,-0.1,-2
CCOc1ccc(-n2cc(C(=O)Nc3ccccn3)c3cc(OC)c(OC)cc3c2=O)cc1,2,0.7,0.0,3
Cn1c(NCc2cccc3ccccc23)nc2ccccc21,11,-1.1,0.1,-12
COc1cccc(NS(=O)(=O)c2ccc3c(c2)OCC(=O)N3)c1,5,-0.8,-0.2,-1
Cc1cc(C)nc(NC(=O)c2ccc(Br)o2)c1,0,-1.5,0.2,-3
COc1cccc(CN2CCc3c(nc(C)[nH]c3=O)C2)c1,4,-0.4,-0.1,-4
CCN(CC)C(=O)c1ccc2c(=O)n(Cc3ccccc3)c(SCC(=O)C(C)(C)C)nc2c1,-5,-0.3,-0.3,-5
O=C1/C(=C\c2cccs2)CC2CC1C/C(=C/c1cccs1)C2=O,24,-1.9,0.1,2

Screening results deposited in PubChem by The Scripps Research Institute Molecular Screening Center.
